PhoP GFP inhibition: PhoP regulon inhibitors, Salmonella typhi PhoP promoter GFP reporter, confirmatory (AID 1850). Salmonella Typhi PhoP-promoter GFP reporter, fluorescence, 4 h; higher % means a stronger effect. inhibition, % at 50 µM, or IC50 in µM where a hit was titrated. hit rate 0.33% among 310,000; in the data active means a potency from the dose series; inconclusive means inhibition mostly from about 25% at the one dose, without a potency; inactive means the rest, 99 in 100 with inhibition below about 19%;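 further: 0% = induced wells with vehicle and 100% = uninduced wells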
inhibitors of VEEV: inhibitors of VEEV TC-83 cytopathic effect, confirmation, Vero cells (AID 588727); Vero cells, VEEV TC-83 cytopathic effect inhibition; higher % means a stronger effect; one-dose inhibition, % at 20 µM; IC50 in µM for titrated hits; hit rate 0.13% among 350,000; in the data active means a potency from the dose series; inconclusive means inhibition mostly from about 14% at the one dose, without a potency; inactive means the rest, 99 in 100 with inhibition below about 12%; further: strong numbers were not always called active
influenza NS1A: NS1A inhibition, H1N1 influenza, cell based functional assay (AID 504329). NS1A functional cell-based assay, percent inhibition; higher % means a stronger effect. inhibition, % at 12.5 µM; hits with a dose series show IC50 in µM. hit rate 0.3% among 340,000; in the data active means a potency from the dose series; inconclusive means inhibition above about 27% without an active follow-up result; further: strong numbers were not always called active
H37Rv inhibition: M. tuberculosis growth inhibition, HTS (AID 449762). inhibition, % at 25 µM, or IC50 in µM where a hit was titrated. M. tuberculosis H37Rv growth inhibition, 7H9 media; higher % means a stronger effect. hit rate 0.59% among 330,000; in the data active means a potency from the dose series; inconclusive means inhibition above about 70% without an active follow-up result;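 further: bacterial growth assessed after seven days of incubation; strong numbers were not always called active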
M. tuberculosis: growth inhibition of non-replicating M. tuberculosis (AID 488890); inhibition, % at 25 µM; hits with a dose series show IC50 in µM; Mycobacterium tuberculosis non-replicating, growth inhibition; higher % means a stronger effect; hit rate 0.39% among 320,000; in the data active means a potency from the dose series; inconclusive means inhibition mostly from about 82% at the one dose, without a potency; inactive means the rest, 99 in 100 with inhibition below about 76%;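 further: plate controls were DMSO cells for no effect and high antibiotic wells for full effect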
inhibitors of VEEV 10K pilot screen: recorded beside inhibitors of VEEV, whose call it bears; inhibition, %; measured here: 10K pilot screen inhibition
* hit, by the source's call; i = inactive; ? = inconclusive; nt = not tested or not shown. Compounds were not picked by outcome. About 1.5% of those tested had a hit in this group.

SMILES	PhoP GFP inhibition	inhibitors of VEEV	influenza NS1A	H37Rv inhibition	M. tuberculosis	others
CC1(C)CC2(C)OCCN2C(=S)N1 (stereo not drawn)	4%	0.9%	1%	-1%	-10%
O=C1NC(=O)N(c2ccc(Cl)cc2)C(=O)/C1=C\c1ccc(Sc2nc3ccccc3[nH]2)o1	-5%	1.0%	13%	1%	43%
CCOC(=O)N1CCN(C(=O)c2ccc(CS(=O)(=O)c3ccccc3OC)o2)CC1	8%	5.4%	-1%	5%	-6%
CN(c1ccc(C(=O)NCc2cccnc2)cc1)S(=O)(=O)c1ccc(Cl)cc1	-7%	4.3%	-4%	0%	-4%
CC(C)C[C@H]1CN([C@@H](CC(C)C)CN2CCC[C@@H]2CN2C(=O)C(=O)NC[C@@H]2Cc2ccccc2)C(=O)C(=O)N1CCc1ccccc1	nt	i	2%	nt	nt
O=C(COc1ccccc1)Nc1ccc(CN2CCCCC2)cc1	-5%	2.0%	2%	13%	18%
CC1(CC(=O)N/N=C/c2cc([N+](=O)[O-])c(O)cc2O)OCCO1	78µM*	0.5%	nt	-1%	38%
Cc1nc(N2CCN(c3ccccn3)CC2)c2c(C)c(C(=O)Nc3ccc(F)cc3)sc2n1	13%	12%	-6%	?	74%
O=C(O)C1CCN(C(=O)CSc2nnc3ccccn23)CC1	nt	1.0%	-9%	-16%	14%
CC1CCN(Cc2cc(=O)oc3ccc(C(C)C)cc23)CC1	-19%	i	-8%	6%	11%
CCC(CC)c1nnc(NC(=O)c2ccc([N+](=O)[O-])cc2)s1	10%	0.5%	1%	-8%	18%
CCN(C(=O)CO/N=C/c1ccc(OC)cc1OC)c1c(N)n(Cc2ccccc2)c(=O)[nH]c1=O	nt	7.4%	-1%	2%	8%
CCC(C)(C)n1nnnc1C(c1cc2ccc(OC)cc2[nH]c1=O)N1CCN(C2CCCCC2)CC1 (stereo not drawn)	2%	2.9%	-4%	-6%	48%
CCOc1ccc(CNc2ccc(N3CCCC3)cc2)cc1	7%	7.9%	22%	60%	65%
N#Cc1ccccc1NC(=O)c1ccccc1OCC(=O)Nc1ccc2c(c1)oc1ccccc12	8%	0.8%	-1%	?	44%
CCCc1cc(O)c2c(C)cc(=O)oc2c1	10%	0.1%	4%	15%	-2%
COCCn1c(SCC(=O)c2ccc(Cl)cc2)nnc1C(C)C	2%	1.6%	5%	2%	20%
CCCc1nc2sc3c(c2c(=O)n1NC(=O)CCC(=O)OC)CCCC3	4%	0.1%	-12%	1%	4%
CCOC(=O)c1[nH]c(C)c(CN(Cc2ccco2)C(=O)C(F)(F)F)c1C	0%	i	10%	6%	-1%
O=[N+]([O-])c1ccc(NN=Cc2cccc3ccccc23)cc1	nt	1.7%	-4%	nt	nt

A run of entries from the list above, for reference:
SMILES	PhoP GFP inhibition	inhibitors of VEEV	influenza NS1A	H37Rv inhibition	M. tuberculosis	others
CCCc1nc2sc3c(c2c(=O)n1NC(=O)CCC(=O)OC)CCCC3	4%	0.1%	-12%	1%	4%
CCOC(=O)c1[nH]c(C)c(CN(Cc2ccco2)C(=O)C(F)(F)F)c1C	0%	i	10%	6%	-1%

(more compounds)
SMILES	PhoP GFP inhibition	inhibitors of VEEV	influenza NS1A	H37Rv inhibition	M. tuberculosis	others
CC1CN(Cc2ccccc2)c2nc3c(c(=O)[nH]c(=O)n3C)n2C1 (stereo not drawn)	-1%	0.7%	4%	3%	16%
CCc1ccc(N(C(=O)c2csnn2)C(C(=O)NC2CCCC2)c2cccnc2)cc1 (stereo not drawn)	-2%	i	4%	-2%	11%
CC(/C=C/c1ccccc1)=N/NC(=O)CNC(=O)c1ccc2c(c1)OCO2	1%	1.7%	12%	-1%	nt
CC1=CC(C)(C)N(C(=O)CN2C(=O)CCC2=O)c2ccccc21	11%	1.5%	2%	1%	6%
O=C1OC2(c3ccccc31)c1ccccc1-c1ccccc12	nt	0.2%	2%	nt	nt
COC(=O)c1ccc(S(=O)(=O)NCc2ccco2)o1	0%	i	-7%	-1%	-3%
COC(=O)CCC(=O)N(C)CC1CCCN(CCc2cccc(C(F)(F)F)c2)C1 (stereo not drawn)	-4%	0.2%	0%	-6%	10%
Cc1nc2c(n1C1CCCCC1)C(=O)c1ccccc1C2=O	0%	4.6%	6%	37%	-2%
CCOC(=O)c1c(-c2ccc(-c3ccccc3)cc2)csc1NC(=O)CCN1CCOCC1	-12%	3.8%	9%	0%	63%
CN1CCCC1CCNS(=O)(=O)c1ccc(Br)cc1 (stereo not drawn)	0%	0.0%	-10%	-6%	-9%
CCN(CC)CCNS(=O)(=O)c1ccc2c3c(cccc13)C(=O)N2	-5%	i	20%	-4%	0%
O=S1(=O)CCOCCCN1Cc1cccc(F)c1	-5%	6.9%	-1%	0%	-4%
Cc1cccc(S(=O)(=O)NNC(=O)c2sc(C)nc2C)c1	13%	0.3%	7%	-1%	26%
COc1ccccc1N1CCN(C(=O)c2cc(=O)c3cc(C)cc(C)c3o2)CC1	-2%	11%	-6%	29%	-3%
COc1cccc(N2CCN(Cc3cccnc3)CC2)c1	-14%	i	-6%	-2%	-33%
COCCNC(=O)c1ccc(Cl)c(Cl)c1	-6%	i	-1%	-5%	17%
O=C(Cc1ccc(Cl)cc1)NCC(=O)N1CCCCC1	2%	1.0%	-5%	0%	10%
CC(C)Oc1ccc(C(=O)N(Cc2ccco2)C2CCS(=O)(=O)C2)cc1 (stereo not drawn)	13%	i	-13%	4%	3%
COc1ccc(-c2coc3cc(OC)cc(OC)c3c2=O)cc1	2%	2.9%	0%	-4%	35%
COCC(=O)OCC(=O)Nc1cc(C)c(C)cc1[N+](=O)[O-]	5%	i	3%	2%	0%
Cc1ccc(-c2nnn(CC(=O)N(CC(=O)NCC3CCCO3)c3ccccc3)n2)o1 (stereo not drawn)	-10%	2.0%	19%	-1%	12%
CN(C(=O)COC(=O)c1cccc(S(=O)(=O)N2CCCCCC2)c1)C1CCS(=O)(=O)C1 (stereo not drawn)	2%	4.1%	1%	-11%	-9%
O=c1oc2ccccc2c(NCc2ccccc2F)c1[N+](=O)[O-]	-1%	0.5%	17%	10%	7%
Cc1ccc(C)c(N(CC(=O)NC2CCCCC2)C(=O)c2snc(C(N)=O)c2N)c1	-11%	3.3%	-3%	2%	26%
Cc1ccc(C(=O)N/N=C/c2cc(Br)ccc2O)cn1	-3%	12%	12µM*	8%	-9%
Cc1ccc(-c2nnc(SCC#CCOC(=O)c3ccco3)o2)cc1	5%	3.9%	5%	?	0.11µM*
O=[N+]([O-])c1ccccc1S(=O)(=O)n1cnc2ccccc21	-3%	1.0%	nt	-5%	4%
CC1Cc2ccccc2N1C(=O)Cn1cnc2ccccc21 (stereo not drawn)	-10%	0.2%	-6%	3%	32%
CCCCC1=NN2CCS(=O)(=O)N=C2S1	8%	1.2%	-1%	2%	-10%
O=C1NC(=O)/C(=C\c2ccc(OCc3cccc([N+](=O)[O-])c3)cc2)N1	2%	1.3%	2%	-1%	21%
COc1ccc(Cl)cc1S(=O)(=O)Nc1cccc(C(=O)O)c1	-8%	0.6%	-1%	-1%	3%
CCCCNC(=O)N(O)C1N(/N=C/c2ccc(N(C)C)cc2)C(=S)SC1(C)C (stereo not drawn)	-1%	i	-22%	4%	27%
Cc1ccc(CONC(=O)c2ccc(Cl)cc2)cc1	nt	0.7%	-2%	9%	79%
CCOC(=O)c1nn2c(C(F)(F)F)cc(-c3ccc(OC)cc3)nc2c1Br	-10%	i	-2%	1%	1%
O=C(NNC(=S)Nc1ccccc1)NNC(=S)Nc1ccccc1	-8%	1.6%	-2%	-9%	-13%
O=C1CC(N2CCN(c3ccccc3O)CC2)C(=O)N1Cc1ccccc1 (stereo not drawn)	7%	0.8%	-4%	0%	nt
N#CC1=C(SCc2ccccc2)NC2=C(C(=O)CCC2)C1c1ccc2c(c1)OCO2 (stereo not drawn)	3%	2.5%	-1%	-2%	7%
CCC(C)(CC(=O)N(C)CCC#N)c1ccccc1 (stereo not drawn)	-3%	3.2%	2%	-9%	-16%
Cc1ccccc1C(=O)N1CCC(C(=O)Nc2cc(C(F)(F)F)ccc2N2CCCC2)CC1	2%	2.2%	-4%	-3%	-5%
N=c1c(C(=O)NCC2CCCO2)cc2c(=O)n3ccccc3nc2n1Cc1ccc(Cl)cc1 (stereo not drawn)	32%	4.9%	0%	8%	36%

Three compounds picked at random from the list so far, as already listed:
SMILES	PhoP GFP inhibition	inhibitors of VEEV	influenza NS1A	H37Rv inhibition	M. tuberculosis	others
Cc1ccc(CONC(=O)c2ccc(Cl)cc2)cc1	nt	0.7%	-2%	9%	79%
O=[N+]([O-])c1ccccc1S(=O)(=O)n1cnc2ccccc21	-3%	1.0%	nt	-5%	4%
Cc1ccc(-c2nnc(SCC#CCOC(=O)c3ccco3)o2)cc1	5%	3.9%	5%	?	0.11µM*

In the list so far, these contain a COOH group.
SMILES	PhoP GFP inhibition	inhibitors of VEEV	influenza NS1A	H37Rv inhibition	M. tuberculosis	others
O=C(O)C1CCN(C(=O)CSc2nnc3ccccn23)CC1	nt	1.0%	-9%	-16%	14%
COc1ccc(Cl)cc1S(=O)(=O)Nc1cccc(C(=O)O)c1	-8%	0.6%	-1%	-1%	3%

New compounds follow
SMILES	PhoP GFP inhibition	inhibitors of VEEV	influenza NS1A	H37Rv inhibition	M. tuberculosis	others
Nc1cc(=O)[nH]c(SCC(=O)Nc2nnc(-c3ccccc3)s2)n1	-2%	2.8%	-5%	3%	9%
Cc1ncoc1C(=O)Nc1ccccc1C(N)=O	-4%	1.8%	-1%	-5%	-2%
Cc1c(OCC(=O)Nc2cccnc2)ccc2c3c(c(=O)oc12)CCC3	4%	2.5%	1%	1%	-10%
CC(=N)C1=C(O)CC(c2ccccc2)CC1=O (stereo not drawn)	8%	2.1%	6%	4%	2%
CCCc1cc(=O)[nH]c(SCC(=O)N2CCCC2=O)n1	3%	2.3%	-14%	100%	-14%
COc1ccc(CNC(=O)CCS(=O)(=O)c2ccc3c(c2)CCN3C(C)=O)cc1	5%	i	-11%	-1%	3%
CC1(C)COC(Nc2ccc(Cl)cc2)=N1	-2%	0.8%	-9%	-2%	25%
CCCc1nnc(NC(=O)CSc2ncn[nH]2)s1	-4%	0.1%	-2%	-7%	5%	inhibitors of VEEV 10K pilot screen=0.3
CCN(CC(=O)Nc1ccccc1OC)C(=O)COc1ccc2ccccc2c1	4%	0.6%	-4%	3%	-8%
OCC(O)C1OC(Nc2ccc(Br)cc2)C(O)C1O (stereo not drawn)	-2%	i	-10%	31%	-9%
CC(=O)NC(CC(=O)Nc1nc(-c2ccc(N(C)S(C)(=O)=O)cc2)cs1)c1ccccc1 (stereo not drawn)	11%	9.5%	7%	-4%	15%
CC(C)(C)NC(=O)C1CC(=O)OC12CCCCC2 (stereo not drawn)	4%	1.9%	-14%	-1%	37%
COC(=O)C1=C(c2cccc(C#N)c2)C[C@@H]2CC[C@H]1N2C(=O)NCc1cc(C)oc1C(F)(F)F	nt	1.0%	7%	3%	29%	inhibitors of VEEV 10K pilot screen=0.3
O=C(CNC(=O)c1ccco1)Nc1ccc(Br)cc1	-8%	0.3%	23%	-4%	-1%
O=C(COC(=O)CNC(=O)c1ccc(Cl)c([N+](=O)[O-])c1)NNC(=O)c1cccs1	6%	0.0%	-1%	1%	-8%
CCC1(C)Cc2c(sc3[nH]c(=O)[nH]c(=O)c23)CS1 (stereo not drawn)	-1%	0.1%	-30%	-8%	5%
CC(CCc1ccccc1)NCC#N (stereo not drawn)	13%	3.6%	20%	-5%	-10%
CC[C@H](C)[C@H](NC(=O)OCc1ccccc1)C(=O)OCC(=O)N1CCN(c2ccc(OC)cc2)CC1	nt	5.3%	-8%	nt	nt
CNC(CC(C)C)C(=O)NC1C(=O)NC(CC(N)=O)C(=O)NC2C(=O)NC3C(=O)NC(C(=O)NC(C(=O)O)c4cc(O)cc(O)c4-c4cc3ccc4O)C(O)c3ccc(c(Cl)c3)Oc3cc2cc(c3OC2OC(CO)C(O)C(O)C2OC2CC(C)(N)C(O)C(C)O2)Oc2ccc(cc2Cl)C1O (stereo not drawn)	-3%	0.5%	-6%	?	?
c1ccc(N2CCN(c3nc(-c4ccccn4)nc4ccccc34)CC2)cc1	12%	7.4%	18%	?	?
Cc1ccc(C)c(N(C(=O)Cn2nnc3ccccc32)C(C(=O)NC(C)(C)C)c2ccsc2)c1 (stereo not drawn)	3%	i	-6%	-6%	-12%
Cc1cc(C)c(NC(=O)Cn2c(=O)c3cccn3c3ccccc32)c(C)c1	-2%	0.5%	5%	-2%	12%
CCCCN(C(=O)c1cccc(-n2cccc2)c1)c1c(N)n(Cc2ccccc2)c(=O)[nH]c1=O	-6%	1.2%	-2%	6%	12%
